Salmonella PhoP GFP: PhoP regulon inhibitors, Salmonella typhi PhoP promoter GFP reporter, confirmatory (AID 1850) | Salmonella Typhi PhoP-promoter GFP reporter, fluorescence, 4 h; higher % means a stronger effect | inhibition, % at 50 µM; hits with a dose series show IC50 in µM | actives 0.33% (n = 310,000); in the data active = a potency from the dose series; inconclusive = inhibition mostly from about 25% at the one dose, without a potency; inactive = the rest, 99 in 100 with inhibition below about 19%;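 note: 0% = induced wells with vehicle and 100% = uninduced wells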
VEEV TC-83 Vero: inhibitors of VEEV TC-83 cytopathic effect, confirmation, Vero cells (AID 588727); inhibition, % at 20 µM, or IC50 in µM where a hit was titrated; actives 0.13% (n = 350,000); Vero cells, VEEV TC-83 cytopathic effect inhibition; higher % means a stronger effect; in the data active = a potency from the dose series; inconclusive = inhibition mostly from about 14% at the one dose, without a potency; inactive = the rest, 99 in 100 with inhibition below about 12%; note: strong numbers were not always called active
influenza NS1A: NS1A inhibition, H1N1 influenza, cell based functional assay (AID 504329). NS1A functional cell-based assay, percent inhibition; higher % means a stronger effect. inhibition, % at 12.5 µM, or IC50 in µM where a hit was titrated. actives 0.3% (n = 340,000); in the data active = a potency from the dose series; inconclusive = inhibition above about 27% without an active follow-up result; note: strong numbers were not always called active
M. tuberculosis: growth inhibition of non-replicating M. tuberculosis (AID 488890). Mycobacterium tuberculosis non-replicating, growth inhibition; higher % means a stronger effect. one-dose inhibition, % at 25 µM; IC50 in µM for titrated hits. actives 0.39% (n = 320,000); in the data active = a potency from the dose series; inconclusive = inhibition mostly from about 82% at the one dose, without a potency; inactive = the rest, 99 in 100 with inhibition below about 76%;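 note: plate controls were DMSO cells for no effect and high antibiotic wells for full effect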
H37Rv inhibition: M. tuberculosis growth inhibition, HTS (AID 449762); actives 0.59% (n = 330,000); inhibition, % at 25 µM, or IC50 in µM where a hit was titrated; M. tuberculosis H37Rv growth inhibition, 7H9 media; higher % means a stronger effect; in the data active = a potency from the dose series; inconclusive = inhibition above about 70% without an active follow-up result;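 note: bacterial growth assessed after seven days of incubation; strong numbers were not always called active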
VEEV TC-83 Vero 10K pilot screen: second read-out of VEEV TC-83 Vero, no call of its own (marks repeat the call); inhibition, %; measured here: 10K pilot screen inhibition
* = called active by the depositor; i = inactive; ? = inconclusive; nt = no result given.

SMILES | Salmonella PhoP GFP | VEEV TC-83 Vero | influenza NS1A | M. tuberculosis | H37Rv inhibition | others
OCCCn1c(-c2ccccc2)csc1=Nc1ccccc1 | -7% | 8.2% | 4% | 28% | 8%
COc1ccc(C(=O)OCC(=O)NC2CCCCCC2)cc1OC | nt | i | -6% | -10% | -10%
CN(CC(=O)Nc1ccccc1C(=O)NC1CC1)Cc1ccc(Cl)s1 | nt | 7.2% | 1% | -19% | 1%
O=C(CCC1CCCCC1)Nc1ccc(C(=O)c2ccncc2)cc1 | -5% | 2.0% | 0% | 31% | -4%
CC(C)CC(=O)NC(=S)Nc1cccc2nsnc12 | nt | i | -7% | nt | nt
Cc1cc(NC(=O)CCNS(=O)(=O)c2ccc3[nH]c(=O)oc3c2)ccc1Br | 8% | 1.9% | -1% | 16% | 10%
c1ccc(OCCCCN2CCOCC2)cc1 | 1% | 0.3% | 18% | 6% | -2%
CCCOc1ccc(-c2c(C(=O)N/N=C/c3ccc(C)o3)nnn2-c2nonc2N)cc1 | 4% | 3.3% | 3% | 1% | -3%
O=C(NC1CCCC1)C(c1cccnc1)N(C(=O)c1ccco1)c1cccc(F)c1 (stereo not given) | 7% | 0.4% | 6% | 6% | -7%
CN(C)C(CNC(=O)c1cnc(Cl)c(Cl)c1)c1ccccc1 (stereo not given) | 8% | 0.9% | -3% | -11% | 2%
Cc1c(NC(=O)C(Sc2ccccc2)c2ccccc2)cccc1[N+](=O)[O-] (stereo not given) | 0% | 2.3% | 6% | 3% | 4%
CCCN=C1N(CC)C[C@@H]2[C@@H]3C(=O)N(Cc4ccccc4)C(=O)[C@@H]3[C@](Cc3ccccc3)(C(=O)OC)N12 | nt | 0.1% | -30% | nt | nt
C[C@H](NC(=O)c1nc[nH]c1C(=O)N[C@@H](C)c1ccccc1)C(=O)OC(C)(C)C | -7% | 0.4% | -19% | 55% | -3% | VEEV TC-83 Vero 10K pilot screen=0.9
O=C(COC(=O)c1ccccc1C(=O)c1ccc(Cl)cc1)NCCc1ccccc1 | 1% | 1.4% | 3% | 73% | -13%
CCCCCCC(=O)N/N=C/Cc1ccccc1 | -2% | 0.4% | 28% | -2% | -6%

4 neighbouring entries from above, for reference:
SMILES | Salmonella PhoP GFP | VEEV TC-83 Vero | influenza NS1A | M. tuberculosis | H37Rv inhibition | others
CC(C)CC(=O)NC(=S)Nc1cccc2nsnc12 | nt | i | -7% | nt | nt
Cc1cc(NC(=O)CCNS(=O)(=O)c2ccc3[nH]c(=O)oc3c2)ccc1Br | 8% | 1.9% | -1% | 16% | 10%
c1ccc(OCCCCN2CCOCC2)cc1 | 1% | 0.3% | 18% | 6% | -2%
CCCOc1ccc(-c2c(C(=O)N/N=C/c3ccc(C)o3)nnn2-c2nonc2N)cc1 | 4% | 3.3% | 3% | 1% | -3%

(cont.)
SMILES | Salmonella PhoP GFP | VEEV TC-83 Vero | influenza NS1A | M. tuberculosis | H37Rv inhibition | others
O=C(CSc1ncccn1)N/N=C/c1cccc(OC2CSC2)c1 | 4% | 0.1% | -9% | 28% | 10%
CN1C(=S)SC(/[N+]([O-])=C/c2c(F)cccc2Cl)C1(C)C (stereo not given) | -2% | 0.7% | nt | -8% | 3%
CN1CCc2c(sc3c2C(=O)NC(c2ccccn2)N3)C1 (stereo not given) | 1% | i | 14µM* | -4% | 4%
Cc1cccc(C)c1NC(=O)CN(C)C(=O)CN1C(=O)NC(C)(C)C1=O | nt | 1.1% | -9% | 1% | -7%
CCCCOc1c(Br)cc(/C=C2\N=C(C)OC2=O)cc1OCC | -7% | i | -7% | ? | 30%
CCc1nc2ccc(C(=O)N3CCN(c4ccccc4)CC3)cc2nc1CC | 1% | 3.8% | 3% | 29% | -1%
O=C(CN1CCOCC1)NC1CC2CCC1C2 (stereo not given) | 0% | 0.2% | 4% | 14% | -12%
CC1CC1C(=O)OCC(=O)Nc1ccc(S(=O)(=O)N2CCOCC2)cc1 (stereo not given) | nt | 0.1% | -6% | 4% | 3%
CCOC(=O)/C=c1\s/c(=C\c2ccc(C(F)(F)F)cc2)c(=O)n1CC(=O)NCc1ccco1 | 6% | i | 2% | 39% | 8%
CC1CCCN(Cc2c(O)ccc3c4c(c(=O)oc23)CCCC4)C1 (stereo not given) | 13% | i | 7% | 1% | 0%
O=C1N(Cc2ccccc2)c2ccccc2C12OCCO2 | 5% | i | 19% | -3% | -1%
N#CCOc1ccc2oc(-c3ccco3)cc(=O)c2c1 | 2% | nt | nt | 1% | 3%
Cc1ccc(/C(O)=C2/C(=O)C(=O)OC2c2ccc(Cl)cc2)cc1 (stereo not given) | 5% | i | -4% | 60% | -8%
O=C(CSc1ccccc1)NNC(=O)c1ccncc1 | nt | 0.8% | -2% | nt | nt
CCOc1ccc(OCCOC(=O)CN(C)S(=O)(=O)c2ccc(NC(C)=O)cc2)cc1 | 4% | 2.1% | -16% | -10% | -5%
O=C1C(Cl)=C(Nc2ccc(F)cc2)C(=O)N1CCc1ccccc1 | -1% | 1.0% | 1% | 39% | 5%
Cc1ccc(-c2cnn(-c3cccc([N+](=O)[O-])c3)c2N)cc1 | 2% | i | 3% | 18% | 5%
COc1ccc(OC)c(N(CC(=O)N2CCN(Cc3ccccc3)CC2)S(C)(=O)=O)c1 | 9% | 1.1% | -3% | -4% | 0%
O=C(O)c1ccccc1NC(=O)N1CCOCC1 | -16% | i | -2% | 10% | 3%
COc1ccc(-n2c(COc3cccc4ccccc34)nnc2SCC#N)cc1 | 5% | 4.3% | 9% | 12% | -1%
Cc1ccc(NC(=O)NN2CCOCC2)cc1 | 8% | 13% | -8% | 1% | -9%
COc1cc(OC)cc(C(=O)NC(C(=O)NNC(=O)c2cc(Cl)ccc2OC)C(C)C)c1 (stereo not given) | nt | 5.3% | -16% | -7% | 2%
C/C(=N\NC(=O)c1ccc(Cl)cc1)c1cccs1 | nt | 0.7% | 9% | nt | nt
O=C(C[C@@H]1C/C=C\C[C@H](Cc2ccc(F)cc2)C(=O)OC[C@@H](c2ccccc2)NC1=O)NCCO | nt | 0.3% | 2% | 28% | 9%
O=C(NS(=O)(=O)Oc1ccc(F)c(Cl)c1)OC[C@@H]1CCCN2CCCCC12 (stereo not given in full) | -19% | 0.9% | 5% | 8% | -5%
COC(F)(C(=O)Nc1ccc2c(c1)C(=O)NC2=O)C(F)(F)F (stereo not given) | 4% | 0.1% | -1% | 5% | -11%
CC(=O)c1cccc(NC(=O)CCn2c(=O)oc3ccccc32)c1 | 2% | 0.8% | -2% | -7% | 2%
CCC(=O)Nc1ccc(-c2nnc(SCC(=O)Nc3nccs3)n2C)cc1 | 1% | 2.0% | 9% | 8% | -19%
O=C(NCCCN1CCOCC1)c1cccc(S(=O)(=O)N2CCOCC2)c1 | nt | i | -2% | -21% | -5%
CC(=O)Nc1ccc(N2C(=O)CSC2c2c(F)cccc2Cl)cc1 (stereo not given) | -1% | i | 0% | 13% | -7%
O=C(c1ccc(Cl)c([N+](=O)[O-])c1)N(Cc1cccc(Cl)c1)C1CCS(=O)(=O)C1 (stereo not given) | -4% | 0.8% | 1% | 15% | 5%
CCN(CC)CCn1c(NCc2ccccn2)nc2ccccc21 | -4% | 0.6% | -7% | 3% | -13%
COc1ccccc1Nc1nc(C)cc(=O)[nH]1 | -7% | i | 8% | -13% | -3%
C=CC(=O)Nc1cccc(Oc2ccnc(Nc3ccc(N4CCN(C)CC4)cc3)n2)c1 | nt | 7.2% | 23µM* | nt | nt
CCN(CC)S(=O)(=O)c1cc(NC(=O)C2CC(=O)N(Cc3ccccc3)C2)ccc1Cl (stereo not given) | nt | i | -11% | 44% | 38%
CC(=O)N1CCCc2cc(S(=O)(=O)N3CCN(c4ccccn4)CC3)ccc21 | 1% | 0.7% | -3% | -16% | -1%
COc1ccc(CNC(=O)CN2CCN(c3ccccc3)CC2)cc1 | -3% | 0.9% | 1% | 11% | 3%
Cc1sc(CO)c(Sc2ccccc2)c1C(=O)O | 19% | nt | nt | 7% | -3%
CC(C)c1ccc2nc(N)sc2c1 | 19% | 2.2% | -2% | 41% | 93%
CCCNC(=O)Cc1ncn[nH]1 | -1% | i | -5% | 2% | -2%
CC(=O)c1cccc(S(=O)(=O)Nc2ccc(N3CCOCC3)cc2)c1 | 6% | 3.1% | 5% | -5% | 2%
COc1ccc(N2C(=O)CC(n3cnc4ccccc43)C2=O)cc1 (stereo not given) | 1% | 2.6% | -4% | 0% | 5%
Cc1ccc(OCC(=O)O/N=C(\N)c2ccncc2)cc1C | 1% | 1.2% | 4% | 15% | -2%
C=CCS(=O)(=O)N1CCCC(N(C)CCc2ccc(OC)c(OC)c2)C1 (stereo not given) | 2% | 1.0% | 19% | 1% | 1%
COC(=O)c1cn(CCOc2ccccc2OC)c2ccccc12 | -14% | 5.0% | 18% | 21% | 0% | VEEV TC-83 Vero 10K pilot screen=1.9
COc1ccc(C(=O)OC2C[C@H]3CC[C@H](C2)N3C)cc1OC (stereo not given in full) | 4% | i | -2% | 4% | 4%
CC1CCCC(NC(=O)COC(=O)CCC(=O)c2cccs2)C1C (stereo not given) | nt | 0.5% | -18% | 17% | 6%
Cc1ccccc1NC(=S)Nc1ccc(Br)cc1 | 6% | i | -3% | 78% | 7%
OC(CNC1CCCCC1)C(F)(F)F (stereo not given) | -2% | 0.4% | -2% | -7% | -11%
Cc1n[nH]c(C)c1N=Nc1ccc(Br)cc1 | -14% | 1.7% | 15% | 33% | 8%
CSCCC(NS(=O)(=O)c1ccc2c(c1)OCCO2)C(=O)N(C)Cc1ccccc1F (stereo not given) | nt | 3.4% | 0% | 4% | -14%
Cc1cc(Cl)ccc1NS(=O)(=O)c1c(C)[nH]c(=O)[nH]c1=O | 9% | 1.3% | -20% | -4% | 5%
N=C1N(c2ccccc2)C(=S)C(=Nc2ccccc2)N1c1ccccc1 | nt | 2.6% | -15% | nt | nt
CCC(C)NC(=O)CCS(=O)(=O)c1ccc2c(c1)n(C)c(=O)c(=O)n2C (stereo not given) | -4% | 0.8% | -11% | nt | -14%
CC(=O)c1cccc(NC(=O)CSc2nc(N3CCCCC3)nc(N3CCCCC3)n2)c1 | -3% | 1.3% | 8% | 28% | 10%
C=C(C)CNC(=O)c1ccc2nc(Cc3ccc(OC)cc3)oc2c1 | 1% | 1.1% | -7% | 39% | 7%
COc1ccc(-c2cc(C)no2)cc1S(=O)(=O)N1CCCCC1 | 3% | i | -6% | 1% | 6%
COc1cccc(C2c3c(oc4ccc(Cl)cc4c3=O)C(=O)N2c2cc(C)on2)c1OC (stereo not given) | -4% | 3.4% | 34% | 10% | 5%
O=C(c1cc(COc2ccc3c(c2)CCCC3)on1)N1CCCC1 | 14% | i | -9% | 63% | 11%
COc1ccccc1CN(Cc1cc2cc(C)cc(C)c2[nH]c1=O)Cc1nnnn1CC1CCCO1 (stereo not given) | 9% | 6.1% | 2% | 62% | ?

Next section:
SMILES | Salmonella PhoP GFP | VEEV TC-83 Vero | influenza NS1A | M. tuberculosis | H37Rv inhibition | others
Nc1ccc2nn(-c3ccc(Cl)cc3)nc2c1 | 6% | 1.5% | -22% | 36% | -2%
Cc1c(/C(O)=C2/C(=O)C(=O)N(CCN3CCOCC3)C2c2ccco2)cnn1-c1ccccc1 (stereo not given) | nt | 4.1% | -2% | nt | nt
C/C(=N\Nc1ccccc1)c1c(O)n(Cc2ccccc2)c(=O)[nH]c1=O | -12% | 0.7% | 6% | 14% | ?
CC(C)c1cccc(OCC(=O)Nc2ccc(S(=O)(=O)Nc3ccccn3)cc2)c1 | -2% | 4.0% | -4% | 11% | 3%
O=C1CCCCCN1CP(=O)(O)CCc1ccccc1 | -16% | 0.2% | 2% | -17% | -6%
O=C(CSc1ncccn1)Nc1ccc(S(=O)(=O)N2CCCCC2)cc1 | 3% | 0.5% | 19% | -1% | -12%
Cc1ccc(S(=O)(=O)n2ccc3c(OCCOCCSCC(NC(=O)OC(C)(C)C)C(=O)O)cccc32)cc1 (stereo not given) | 13% | 0.5% | -15% | -20% | 1%
CCOC(=O)c1c(C)n(CCN2CCN(C)CC2)c2ccc(OC)cc12 | 8% | 4.7% | -7% | 1% | -8%

Ordered by molar mass (lowest first): some entries from above
SMILES | Salmonella PhoP GFP | VEEV TC-83 Vero | influenza NS1A | M. tuberculosis | H37Rv inhibition | others
Nc1ccc2nn(-c3ccc(Cl)cc3)nc2c1 | 6% | 1.5% | -22% | 36% | -2%
O=C1CCCCCN1CP(=O)(O)CCc1ccccc1 | -16% | 0.2% | 2% | -17% | -6%
O=C(CSc1ncccn1)Nc1ccc(S(=O)(=O)N2CCCCC2)cc1 | 3% | 0.5% | 19% | -1% | -12%
Cc1ccc(S(=O)(=O)n2ccc3c(OCCOCCSCC(NC(=O)OC(C)(C)C)C(=O)O)cccc32)cc1 (stereo not given) | 13% | 0.5% | -15% | -20% | 1%
